Source: PubChem (National Center for Advancing Translational Sciences (NCATS))
p53null 32C tox: selectivity test: cytotoxicity in p53 null cells, permissive temperature; H1299-neo p53 null cells, ATP luminescence, 24 h, 32C; Potency, µM (series often up to 46.1 µM), for the others: top-dose activity change, negative = cytotoxicity, usual class: cytotoxic; 55,000 compounds, 0.62% hits; AID 903;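 also: 0% = DMSO only and -100% = full killing by 100 µM tamoxifen; nearly all actives have a fitted effect of over 55% in size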
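Overnight 37C seeding (600 cells/well) of H1299-neo preceded a 24 hr, 32C exposure to compounds up to 46 uM. ATP levels, read by luminescence after 20 min at RT, indicated surviving cells.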
p53null 39C kill: kills p53 null cells at the nonpermissive temperature; H1299 p53-null (neo) cells, 39C, ATPlite viability, 24 h; Potency, µM (doses to about 46.1 µM), for the others: at the top dose activity, negative = cell killing, usual class: cytotoxic; 55,000 compounds, 0.97% hits;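 also: 0% = DMSO only and -100% = full killing by 100 µM tamoxifen; nearly all actives have a fitted effect of over 50% in size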
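H1299 lung cancer cells, p53-null (H1299-neo) or expressing p53 A138V (H1299-p53A138V), were plated overnight at 37C, then exposed to compounds at up to 46 uM for 24 hr at 39C. Viability was read by ATP-based luminescence.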
* marks the source's active call; other numbers are inactive results; ? = inconclusive; [ ] = dose if it differs, or a comment. Calls follow the shape of the dose curve; as a rule, active = well fitted cell-killing curve with a large enough effect; inconclusive = small, poorly fitted or top-dose-only effect; inactive = no such curve, though single readings can be large or run the other way. Potency is read from the fitted curve at half-maximal effect.

SMILES	p53null 32C tox	p53null 39C kill
CCCCCn1c(=O)c(Cc2ccccc2)c(O)c2ccccc21	3%	0%
CC(C)=CCC(C)(C)CNC(=O)NC1CCCCC1	12%	21%
CCC(C)n1c(=N)c(C#N)cc2c(=O)n3ccccc3nc21 (stereo not given)	2%	8%
O=S(=O)(Nc1ccc2c(c1)nc1n2CCN(Cc2ccccc2)C1)c1ccccc1	1%	-1%
CCCCOC(=O)/C(=C\c1ccc([N+](=O)[O-])o1)NC(=O)c1ccccc1	3%	36%
O=C(NCCC1=CCCCC1)c1ccc(CN2CCOCC2)cc1	-25%	-29%
CCc1ccc(N2CC(C(=O)OCC(=O)NC3CCS(=O)(=O)C3)CC2=O)cc1 (stereo not given)	5%	10%
CCOC(=O)C1=C(C)NC(=O)NC1c1ccc(OC(=O)c2ccco2)cc1 (stereo not given)	-11%	?
O=C(Nc1ncc(Cc2ccccc2Cl)s1)C1CCCO1 (stereo not given)	-11%	-16%
CC(=O)Nc1ccc2nc(C)n(Cc3ccc(Cl)cc3)c(=O)c2c1	1%	1%
N=c1c2c3c(sc2nc2n1CCCCC2)CCCC3	-5%	1%
CC(C)c1nc(Cl)c(C#N)c2c1CCCC2	-1%	5%
C=CCn1c(SCC(N)=O)nnc1-c1cc2c(s1)CCC(CC)C2 (stereo not given)	-7%	-6%
CCCC(C(=O)NCc1ccccc1)N(C(=O)Cn1nnc(-c2cccs2)n1)c1ccc2c(c1)OCCO2 (stereo not given)	-7%	2%
CCC1C(=O)n2nc(-c3ccccc3)cc2N=C1C (stereo not given)	-3%	-5%
Cc1ccc(C2C(C(N)=S)=C(N)OC3=C2C(=O)CC(C)(C)C3)cc1 (stereo not given)	4%	3%[1.84 µM]
CC1=CC(C)(C)N(C(=O)CSc2nncn2C)c2ccccc21	-9%	3%
O=C(NCC1CCNCC1)c1ccncc1	-4%	-5%
CC1(C)CCc2nc(SCc3ccccc3)c(C#N)cc2C1	-6%	0%
CC(=O)Nc1cccc2c1C(=O)N(c1cccc(C)c1)C2=O	-3%	20%

Two entries from above, as labelled records.
mol: O=C(NCCC1=CCCCC1)c1ccc(CN2CCOCC2)cc1
  p53null 32C tox: -25% | p53null 39C kill: -29%
mol: CC1=CC(C)(C)N(C(=O)CSc2nncn2C)c2ccccc21
  p53null 32C tox: -9% | p53null 39C kill: 3%

Returning to the listing, starting 4 compounds before the break.
SMILES	p53null 32C tox	p53null 39C kill
CC1=CC(C)(C)N(C(=O)CSc2nncn2C)c2ccccc21	-9%	3%
O=C(NCC1CCNCC1)c1ccncc1	-4%	-5%
CC1(C)CCc2nc(SCc3ccccc3)c(C#N)cc2C1	-6%	0%
CC(=O)Nc1cccc2c1C(=O)N(c1cccc(C)c1)C2=O	-3%	20%
O=S(=O)(c1ccc(F)cc1)n1ccc2cccnc21	-3%	8%
CCOC(=O)C(C)n1cnc2c1c(=O)[nH]c(=O)n2C (stereo not given)	-2%	4%
O=C(CN1C2CCCC1CC(NC(=O)c1ccco1)C2)Nc1ccccc1C(F)(F)F (stereo not given)	12%	15%
CSc1nnc2c(n1)c(C)nn2-c1ccc(C)cc1	2%	10%
COc1ccccc1N1CCN(C(=O)CSc2ccc3c(C)cc(C)nc3n2)CC1	5%	16%
c1csc(C(c2nnnn2C2CCCCC2)N2CCCC3(CCCCC3)C2)c1 (stereo not given)	-1%	6%
CCOn1c(=O)c(C)[n+]([O-])c2ccccc21	7%	20%
Cn1c(Cn2c(=O)sc3ccccc32)nnc1SCC(N)=O	-1%	15%
Fc1ccc(CNn2cnnc2SCc2ccc(F)cc2)cc1	-3%	14%
O=[N+]([O-])c1cccc2ccc(/C=C/c3ccc(C(F)(F)F)cc3)nc12	-10%	18%
CCCn1c(CN(C)Cc2ccccc2)nc2c1c(=O)n(C)c(=O)n2C	-1%	3%
CCOC(=O)c1ccc2[nH]c3c(c2c1)CCCCC3=O	-2%	11%
COC(=O)CCCNS(=O)(=O)c1ccc2ccccc2c1	8%	15%
COCCNC(=O)c1cc2c(-c3ccccc3F)nn(C)c2s1	-7%	-12%
CSc1ccccc1C(=O)N1CCOCC1	10%	-3%
COc1ccc(S(=O)(=O)N2CCC(C(=O)N3CCOCC3)CC2)cc1	5%	25%
COc1ccc2c(c1)CC/C(=C\C=C\c1ccccc1OC)C2=O	-25%	-31%
CCCCCn1c(CN2CCN(Cc3ccccc3)CC2)nc2c1c(=O)n(C)c(=O)n2C	-7%	1%
CC1CN(C2CCN(C(=O)COc3ccccc3)CC2)CC(C)O1 (stereo not given)	-6%	1%
CCc1ccc(/C=C/C(=O)c2ccc(N3CCOCC3)cc2)cc1	-8%	4%

Arranged by molecular weight (lowest first): some entries from above
SMILES	p53null 32C tox	p53null 39C kill
CCOn1c(=O)c(C)[n+]([O-])c2ccccc21	7%	20%
CSc1nnc2c(n1)c(C)nn2-c1ccc(C)cc1	2%	10%
COC(=O)CCCNS(=O)(=O)c1ccc2ccccc2c1	8%	15%
COc1ccc2c(c1)CC/C(=C\C=C\c1ccccc1OC)C2=O	-25%	-31%
CCc1ccc(/C=C/C(=O)c2ccc(N3CCOCC3)cc2)cc1	-8%	4%
Fc1ccc(CNn2cnnc2SCc2ccc(F)cc2)cc1	-3%	14%

Later entries:
SMILES	p53null 32C tox	p53null 39C kill
CC1CN(S(=O)(=O)c2ccc(C(=O)Nc3sc4c(c3C(N)=O)CCN(C)C4)cc2)CC(C)O1 (stereo not given)	-3%	-15%
CS(=O)(=O)c1nc(-c2ccccc2)cc(C(F)(F)F)n1	?	81%[activator]
CC(=O)c1cnc2c(-c3ccccc3)c(C)nn2c1C	14%	-5%
COc1ccc(OC)c(N2C(=O)CC(Cc3cc(C)cc(C)c3)C2=O)c1 (stereo not given)	13%	-3%
CCC(C)NS(=O)(=O)c1ccc(OCC(=O)N2CCCC2)cc1 (stereo not given)	1%	3%
COc1cc(-c2noc(CCCC(=O)NCc3ccco3)n2)cc(OC)c1OC	-11%	13%
CCCCCC(=O)NC(NC(=S)NC1CCS(=O)(=O)C1)C(Cl)(Cl)Cl (stereo not given)	1%	17%
CC(=O)c1ccc(N2C(=NC(=O)C(C)C)SC3CS(=O)(=O)CC32)cc1 (stereo not given)	-2%	3%
Cc1ccccc1OCC(=O)N1N=C(C(F)(F)F)CC1(O)C(C)(C)C (stereo not given)	-4%	1%
O=C(CSc1nnc(CN2CCOCC2)n1-c1ccccc1)Nc1ccc(Cl)cc1	-5%	9%
O=S(=O)([N-]c1nc2ccccc2nc1-[n+]1ccccc1)c1ccccc1	-5%	-1%
CCC1Oc2ccccc2N(CC(=O)Nc2ccc3c(c2)OCCO3)C1=O (stereo not given)	-11%	-6%
O=c1cc(N2CCN(Cc3ccccc3)CC2)[nH]c(=O)n1-c1cccc(C(F)(F)F)c1	-4%	6%
CN1C(=O)SC(Nc2ccccc2)C1=O (stereo not given)	-1%	-2%
O=C(CN1C(=O)c2cccc3cccc1c23)Nc1ccc(S(=O)(=O)N2CCOCC2)cc1	12%	29%
Cc1nc(N(C)C)ncc1C(=O)O	-15%	6%
CC(=O)C(=Nc1ccccc1Cl)NNc1ccc(Cl)cc1	-11%	-23%
Cc1cc(C)c2c(N)c(C(=O)NCc3ccco3)sc2n1	-12%	-18%
O=C(CSc1nc(-c2ccco2)cc(C(F)(F)F)n1)N1CCCc2ccccc21	9%	17%
Cc1cccc(NCc2cc(Cl)ccc2O)n1	-11%	-10%
CCN(CC)C(=O)CSc1ncnc2c1cnn2-c1ccccc1	-8%	-20%
O=c1[nH]n2c(=O)c3c([nH]c2c1N=Nc1cccc(Cl)c1)CCCC3	4%	13%
O=C(C1CC1)N1CCc2[nH]c3ccccc3c2C1	0%	3%
CC1Oc2ccccc2N(CC(=O)NCc2cccs2)C1=O (stereo not given)	-1%	18%
CCN(CC)S(=O)(=O)c1cc(C)c(C)cc1Br	2%	-9%
O=C(Cn1cnc2c(nnn2-c2ccc(F)cc2)c1=O)NCC1CCCO1 (stereo not given)	1%	17%
Clc1ccc(-n2nnnc2-c2cnc(-c3ccccn3)nc2-c2cccs2)cc1	18%	-19%
CC(=O)c1ccc(N2CCN(C(=O)COc3ccccc3F)CC2)c(F)c1	10%	28%
O=C(N/N=C/c1ccc(N2CCOCC2)o1)c1cccc(C(F)(F)F)c1	1%	3%
COc1ccc(C(=O)NCCN2CCOCC2)cc1OC	2%	-5%
CC(C)CNS(=O)(=O)c1ccc(CCC(=O)N2CCN(Cc3ccc4c(c3)OCO4)CC2)cc1	4%	-11%
O=C1c2ccccc2NC2CCCCCN12 (stereo not given)	0%	21%
CC1CSc2ccccc2NC1=S (stereo not given)	-7%	3%
CCOC(=O)N1CCN(CCC(=O)Nc2cc(OC)cc(OC)c2)CC1	13%	-1%
CC(C)NC(=O)c1ccccc1NC(=O)C1COc2ccccc2O1 (stereo not given)	4%	-1%
COc1ccc(S(=O)(=O)CCC(=O)Nc2ccc(OC)cc2OC)cc1	5%	4%
S=c1[nH]nc(COc2ccc3ccccc3c2)o1	-29%	-17%
Cc1cc(C)cc(NC(=O)c2ccc(Cn3nc(C)c(Cl)c3C)o2)c1	6%	5%
Cc1nn2c(N)c(C#N)cnc2c1-c1ccccc1	-15%	-18%
NC(=O)c1sc2nc3c(c(-c4cccnc4)c2c1N)CCC3	5%	27%

Whole records, quoted from the list. Order of values: p53null 32C tox, p53null 39C kill
`Cc1nn2c(N)c(C#N)cnc2c1-c1ccccc1` in the list: -15%, -18%
`O=c1[nH]n2c(=O)c3c([nH]c2c1N=Nc1cccc(Cl)c1)CCCC3` in the list: 4%, 13%
`Cc1cc(C)cc(NC(=O)c2ccc(Cn3nc(C)c(Cl)c3C)o2)c1` in the list: 6%, 5%

Other structures
SMILES	p53null 32C tox	p53null 39C kill
COc1ccc(/C=C/C(=O)OCC(=O)Nc2ccc(OC)c(S(=O)(=O)N3CCCCC3)c2)cc1	1%	2%
Cc1ccc2nc(-c3sc4nc(C)ccc4c3N)[nH]c2c1	11µM*	10µM*
NC(=S)N=Nc1c(O)n(Cc2ccc(Br)cc2)c2ccccc12	-6%	-2%[1.84 µM]
CC(O)c1nc2ccccc2n1CCOc1ccccc1 (stereo not given)	1%	1%
O=C(CNCC1CCCO1)Nc1ccccc1-n1cccc1 (stereo not given)	-5%	5%
COc1ccc(OCC(=O)OC(C)CN2CCOCC2)cc1 (stereo not given)	4%	21%
Cc1cc(N2C(=O)CC(C(C)c3ccccc3)C2=O)no1 (stereo not given)	12%	9%
COC(=O)C1=C(C)N(C)C(=O)NC1c1ccc(O)c(OC)c1 (stereo not given)	-5%	3%
CCCCC(=O)Nc1ccccc1C(=O)N1CCOCC1	2%	-11%
Cc1ccc(S(=O)(=O)N(CC(=O)N2CCOCC2)CC(=O)N2CCOCC2)cc1	-2%	20%
CC(=O)c1ccc2c(c1)N(C)c1ccccc1S2	-21%	-28%
Cc1ccc(NC(=O)C2CCCN2C(=O)NC2CCCCC2)c(C)c1 (stereo not given)	0%	18%
COc1cccc2cc(C(=O)N3CCN(C(=O)c4ccccc4)CC3)c(=O)oc12	4%	23%
O=Cc1cn(CC(=O)N2CCCc3ccccc32)c2ccccc12	10%	10%
CC(NS(=O)(=O)c1ccccc1)C(=O)Nc1ccc(S(N)(=O)=O)cc1 (stereo not given)	-7%	20%
CCOc1cc(-c2cc(N)n[nH]2)cc(OCC)c1OCC	-3%	5%
CCC1(C)N(O)C(C)(C)C(c2ccc(F)cc2)=[N+]1[O-] (stereo not given)	-1%	13%
O=C(NCCc1ccccc1)c1cc(-c2ccco2)on1	-5%	-5%
O=C(CSc1ccc2nnc(-c3ccccn3)n2n1)NCc1ccco1	5%	2%
C=C(C)c1cccc(C(C)(C)NC(=O)N2CCCC(C)C2)c1 (stereo not given)	-4%	-9%
O=C(NCc1cccs1)C1CCN(S(=O)(=O)c2cccs2)CC1	-5%	-9%
COC(=O)c1c(C(=O)OC)c2cc(C(=O)c3ccccc3)ccn2c1Cl	0%	12%
CCc1ccccc1NC(=O)C(C#N)Cc1cccnc1 (stereo not given)	11%	4%
O=C(NCN1C(=O)C2C3C=CC(C3)C2C1=O)Nc1ccccn1 (stereo not given)	17%	-1%
Cc1cccc(NC(=S)Nc2ccc(N3CCOCC3)cc2)c1C	2%	-27%
Cc1ccccc1NC(=O)Cc1ccccc1	-1%	-8%
CCOC(=O)N1CCN(C(=O)CSCC(=O)Nc2nc(-c3ccccc3)cs2)CC1	-6%	-19%
Cc1ccc(OCCCSc2ncccn2)cc1C	3%	4%
CCCOc1ccc(Cc2c(Cl)nc(SC)nc2OC)cc1	-4%	9%
COC(=O)c1cn(-c2ccccc2)c(C)c1C(=O)OC	5%	5%
Oc1ccc(CN2CCN(c3ccccc3)CC2)c2cccnc12	-5%	-10%
COc1cc2cc(C#N)c(SCC(=O)N3CCOCC3)nc2cc1OC	7%	14%
COc1cc2c(cc1OC)C(c1cc(OC)c(OC)c(OC)c1)NCC2 (stereo not given)	-5%	-14%
CCOc1ccccc1N1CCN(C(=O)CCCc2nc3ccccc3s2)CC1	2%	0%
COCCNC(=O)C(c1ccccc1C)N(C(=O)Cn1nnc2ccccc21)c1cccnc1 (stereo not given)	7%	13%
Cc1ccc(-c2nn(-c3ccccc3)cc2CO)o1	-10%	3%
O=C(c1cccc(Br)c1)N1CCN(C(=O)N2CCOCC2)CC1	16%	-1%

Only part of the results is shown; count on the stated rates, not on these rows.
